From PubChem
TAG inh = reduces triacylglycerol accumulation in H9c2 cells | inhibition, % at 12.5 µM | Nile Red lipid (TAG) fluorescence; cells loaded with 200 µM oleic acid | AID 651582 | hit rate 0.66% among 230,000;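 active means pattern-corrected inhibition of lipid staining of at least 50% with the nuclear-stain viability signal not falling by more than 50%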;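 further: 0% = DMSO wells and 100% = triacsin C control wells; some results filed as inactive read as strong as hits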
TAG inh DAPI viability = second read-out of TAG inh, no call of its own (marks repeat the call); DAPI nuclei signal change (viability), lower = more cytotoxic, %;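 whole-well DAPI fluorescence read on a plate reader as a viability signal; minus 50 percent equals half of cells still viable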
* = called active by the depositor; i = inactive; & = joins results of further samples. Some of the compounds tested. The share of hits here may be higher or lower than overall.

Every second line gives: TAG inh, TAG inh DAPI viability
> Nc1nc(SCc2ccccc2)c2ncn(C3CCCO3)c2n1 (configuration not stated)
  9, 0
> S=c1nc(C2CCCCC2)[nH]c2ccccc12
  8, 8
> Cc1ccc(S(=O)(=O)Nc2ccc3c(c2)nc(CCN2CCCCC2)n3C)cc1
  3, 3
> Cc1ccc(C(=O)CCC(=O)N(C)CC(=O)Nc2c(Cl)cccc2Cl)cc1
  6, 0
> Oc1ccc(-c2csc(-c3cccnc3)n2)c(O)c1
  -2, 11
> COc1ccccc1Cn1c(C)c(C(=O)NCCC#N)sc1=O
  5, -7
> Cc1nc2cc(CC(=O)O)ccc2o1
  4, -2
> COc1ccc(Cl)cc1N(C(C)C(=O)O)S(C)(=O)=O (configuration not stated)
  4, -11
> CC(=O)Nc1ccc(-c2cn3ccsc3n2)cc1
  -11, 0
> CC(=O)C(=Nc1ccccc1Cl)NNc1ccc(Cl)cc1
  15, 8
> Cc1nc2scc(-c3ccc(C(C)(C)C)cc3)c2c(=O)n1N
  -27, 13
> O=c1[nH]c(-c2ccncc2)nc2ccccc12
  -9, 7
> Cc1cc(N2CCN(c3nc(-c4ccccc4)cs3)CC2)c2ccccc2n1
  23, 17
> COc1ccc(NC(=S)N(CCc2ccncc2)C(C)C)cc1Cl
  11, 2
> COc1ccccc1NCCC(=O)OCC(=O)Nc1ccc(Cl)cn1
  6, -11
> CN(Cc1cnn(C)c1)Cc1nc(Cc2ccccc2Cl)no1
  -3, 7
> O=C(CC1CC1)Nc1ccc2c(c1)[C@H]1C[C@H](CC(=O)N3CCc4ccccc4C3)O[C@@H](CO)[C@H]1O2
  -6, -10
> Cn1cnc(S(=O)(=O)Nc2cc(C(F)(F)F)ccc2N2CCOCC2)c1
  2, -3
> N#Cc1ccc(Oc2ccc(S(=O)(=O)N3CCOCC3)cn2)cc1
  10, -1
> O=[N+]([O-])c1ccc(-c2cnc3ccccc3n2)cc1
  -21, -7
> Cc1ccc(C)c(C(=O)n2cnnc2N)c1
  22, -17
> OC(c1ccccc1)c1nc(-c2ccc(Cl)cc2)cs1 (configuration not stated)
  -30, -2
> O=C(O)CCC(=O)Nc1ccc(Cc2ccc(NC(=O)CCC(=O)O)cc2)cc1
  -2, 3
> CCn1nnc(NC(=O)c2ccc(C(C)(C)C)cc2)n1
  16, 0
> COCCn1c(SCC(=O)c2ccc3c(c2)OCCO3)nnc1-c1ccco1
  17, 1
> Cc1ccc(S(=O)(=O)NCC(=O)OCC(=O)NC(=O)NC2CCCC2)cc1
  3, -11
> COc1ccc(CCNC(=O)CN2C(=O)NC3(CCc4ccccc43)C2=O)cc1 (configuration not stated)
  4, 3
> COc1cc(C(=O)NC(C(=O)Nc2cccc(C(C)=O)c2)C(C)C)cc(OC)c1OC (configuration not stated)
  -1, 2
> Cc1onc(C(=O)/C=C/N(C)C)c1C(=O)Nc1nccs1
  -3, 1
> Fc1ccccc1NC(=S)Nc1ccc(CN2CCOCC2)cc1
  -7, 8
> CCCn1c(SCC(=O)N2CCCC(C)C2)nnc1-c1ccccn1 (configuration not stated)
  8, 1
> CC(=O)c1ccc(N2C(=NC(=O)C(C)C)SC3CS(=O)(=O)CC32)cc1 (configuration not stated)
  -5, 3
> Cc1cc(C(=O)Nc2sccc2C(N)=O)c(C)o1
  -20, -3
> COc1cc(Br)c(CC2c3cc(OC)c(OC)cc3CCN2C)cc1OC (configuration not stated)
  -3, -4
> CCc1ccc(OCc2cccc(C(=O)N/N=C\c3cnn(C)c3C)c2)cc1
  -8, 3
> COC(=O)c1cn(NC(=O)c2cccc(OC)c2)c(=O)c2ccccc12
  -16, -15
> OC(c1ccc(F)c(F)c1)c1nc(-c2ccc3c(c2)OCO3)cs1 (configuration not stated)
  -8, 11
> Cc1ccc(CNCC(O)(c2ccccc2)c2ccc(Cl)cc2)cc1 (configuration not stated)
  -21, 2
> C=CCNC(=O)c1ccc([N+](=O)[O-])c(Cl)c1
  4, -2
> COc1ccc(CC(=O)Nc2nnc(CC(C)C)s2)cc1S(=O)(=O)N1CCOCC1
  5, -3
> O=C(Nc1ccc(F)cc1)C1CCN(c2nnnn2-c2ccccc2)CC1
  14, -7
> O=C1CCCC/C=C\C[C@H](CC(=O)N(CCO)Cc2ccccc2)C(=O)NCCO1
  -2, 1
> O=C1c2cccc3c([N+](=O)[O-])c(O)cc(c23)C(=O)N1Nc1ccccc1
  3, -9
> COc1cc(NC(=O)COC(=O)CNC(=O)C2CCCCC2)cc(OC)c1
  -1, 1
> O=C(/C=C/c1ccc2c(c1)OCCCO2)c1ccccc1O
  -7, -7
> Cc1ccc(-c2nnc(SCC(=O)N/N=C/c3c(C)nn(-c4ccccc4)c3C)n2-c2ccccc2)cc1
  0, 4
> C=CC[n+]1c(/C=C2\C=Cc3cc(C)ccc3N2CC)ccc2ccccc21
  -6, -9
> COc1cc(-c2noc(CCCC(=O)NCc3ccco3)n2)cc(OC)c1OC
  19, -1
> Cc1ccc2nc(Nc3nc(C)cc(C(F)(F)F)n3)nc(C)c2c1
  0, -12
> Cc1ccccc1CC(=O)Nc1ccc(C(=O)N2CCCC2)cc1
  3, 1
> O=C(c1nc[nH]c1C(=O)N1CCN(c2ccccc2)CC1)N1CCN(c2ccccc2)CC1
  -18, 9
> COc1cccc(OC)c1C(=O)Nc1nc2cc3c(cc2s1)OCO3
  15, -9
> CC(=O)c1ccc(OCC(O)CN2CCN(Cc3ccc4c(c3)OCO4)CC2)cc1 (configuration not stated)
  4&-3, -2&4
> COc1ccc(CS(=O)(=O)CC2(O)CCN(C(=O)c3cccc(C(F)(F)F)c3)CC2)cc1
  3, -4
> CC(C)C[C@H]1CNC(=O)C(=O)N1CC1CCN(CC2CCC(C(C)(C)C)CC2)CC1 (some centres not stated)
  27, -1
> N#C/C(=N\Nc1cccc([N+](=O)[O-])c1)C(=O)c1ccc(Br)cc1
  7, 14
> COc1ccc2c(c1)sc1nc(-c3ccccc3)cn12
  45, -19
> CN(C)c1nccc(N(Cc2ccccc2)Cc2ccccc2)c1C#N
  3, -4
> CC(C)c1ccc(C(=O)NC(=S)Nc2ccc3[nH]c(=O)[nH]c3c2)cc1
  -2, -11
> COc1ccccc1NC(=O)Cn1cc(C(=O)C2CC2)c2ccccc21
  27, -7

Single records, from the list above:
`O=[N+]([O-])c1ccc(-c2cnc3ccccc3n2)cc1` across the screens: TAG inh = -21; TAG inh DAPI viability = -7
`COc1cc(-c2noc(CCCC(=O)NCc3ccco3)n2)cc(OC)c1OC` across the screens: TAG inh = 19; TAG inh DAPI viability = -1
`Cc1onc(C(=O)/C=C/N(C)C)c1C(=O)Nc1nccs1` across the screens: TAG inh = -3; TAG inh DAPI viability = 1

Further entries follow.
Every second line gives: TAG inh, TAG inh DAPI viability
> COc1cccc(NC(=O)CN(C)C(=O)c2oc3c(ccc4ccccc43)c2C)c1
  26, 0
> CCC(C)C(N=C1NS(=O)(=O)c2ccccc21)C(=O)N1CCC(C)CC1 (configuration not stated)
  -32, 1
> CC(=S)c1c(C)cc2cc(C)ccn12
  -23, -1
> CCNC(=S)NCc1ccc(Cl)cc1
  -3, 3
> Cc1ccc(C(=O)NCc2ccco2)o1
  5, 0
> CN(C)c1ccc(-c2ccc3oc(-c4ccsc4)cc(=O)c3c2)cn1
  26, -20
> CCN1CCc2c(OCC(=O)N3CCCCC3)cccc2C1=O
  -14, 4
> CNN/C(N=Cc1ccc([N+](=O)[O-])s1)=N\S(=O)(=O)c1cc(C)c(Cl)cc1SCc1ccccc1
  -36, -12
> CCCCn1c(N)c(N(CC)C(=O)c2c(CC)noc2C)c(=O)[nH]c1=O
  1, 2
> Cc1cccc2cc(CN(Cc3cccs3)C(c3nnnn3C3CCCC3)C(C)C)c(=O)[nH]c12 (configuration not stated)
  3, 0
> Cc1nnc(C)n1/N=C/c1cccnc1
  4, -7
> O=C(O)c1cc2c([nH]c1=O)CCCC2
  -13, 14
> CCN(CC)S(=O)(=O)c1cccc(C(=O)N[C@H](C(=O)O)C(C)C)c1
  4, -6
> CCc1nc2ccc(C(=O)N3CCCC(C(N)=O)C3)cn2c1N(C=O)CC (configuration not stated)
  -3, 1
> COc1ccc(-c2csc(C(C)(NC(C)=O)c3ccccc3)n2)cn1 (configuration not stated)
  -4, -11
> COC(=O)c1c(NC(=O)c2ccco2)sc(C)c1C
  21, 0
> O=c1c2ccccc2sn1-c1ccc(F)cc1
  -12, -5
> O=C1Nc2ccccc2Oc2cc([N+](=O)[O-])ccc21
  13, -7
> Cc1cccc(C(=O)NCC(=O)OCC(=O)NC2CCCCCCC2)c1
  1, -11
> COC(=O)C1CCN(C(=O)CCCOc2ccccc2)CC1
  -7, 10
> Cc1cccc(Oc2c([N+](=O)[O-])c(=O)n(C)c3ccccc23)c1
  11, 4
> COc1ccc(C2CC(c3ccccc3C(F)(F)F)=NN2c2ccc(S(N)(=O)=O)cc2)cc1 (configuration not stated)
  -7, i
> CC(C)c1ccc(CNc2nc3nc4c(c(=O)n3[nH]2)CCC4)cc1
  16, -12
> COc1ccc(NC(=S)N2CCN(Cc3ccccc3)CC2)c(OC)c1
  8, 3
> Cc1cccc(C(=O)OC(C)C(=O)N2CCN(Cc3ccccc3)CC2)c1 (configuration not stated)
  3, 0
> CC(=O)c1ccc(N2CCN(C(=O)Cc3cccs3)CC2)cc1
  -17, -4
> CCCCCn1nc(C(=O)N2CCc3ccccc32)c2ccccc2c1=O
  -1, 3
> Cn1cccc1C(=O)OCC(=O)Nc1cc(C(C)(C)C)nn1-c1ccccc1
  15, -4
> COc1ccccc1C(=O)NCC(=O)Nc1ccc2c(c1)CCC2
  -16, -4
> Cc1c([C@H]2[C@@H](CC#N)C2(C)C)c2ccccc2n1C
  17, -8
> Clc1ccc(CNc2ccc(N3CCN(Cc4ccccc4)CC3)cc2)cc1
  -1, 6
> COc1ccc2cc(C(C)C(=O)OC(C)C)ccc2c1 (configuration not stated)
  -32, 4
> COc1cccc(NC(=O)CN(C)C(C)C(=O)Nc2ccc(C(C)=O)cc2)c1 (configuration not stated)
  13, -1
> CC(C)CC(=O)NC(=S)NNC(=O)c1ccc(NC(=O)C2CCCCC2)cc1
  -4, -11
> CCN1CCN(CC(=O)Nc2cc3c(cc2C(C)=O)OCO3)CC1
  -11, 12
> COc1ccc(CNC2CCCC2)c(OC)c1OC
  -28, 7
> CCCCCCn1nc(C(=O)N(CCCC)c2c(N)n(CCC)c(=O)[nH]c2=O)c2ccccc2c1=O
  -7, -5
> CCCCn1c(N)c(N(CCOC)C(=O)C2CC(=O)N(c3ccc(CC)cc3)C2)c(=O)[nH]c1=O (configuration not stated)
  0, 0
> CCC(=O)Nc1cc(-c2nn(C)c(=O)c3ccccc23)ccc1N1CCCCC1
  6, 0
> O=C(NCC(c1ccco1)N1CCc2ccccc21)C(=O)Nc1ccc(F)cc1F (configuration not stated)
  -8, -14
> Cc1ccc(S(=O)(=O)c2c(N)n(C)c3nc4ccccc4nc23)cc1
  -9, 40
> Brc1ccccc1OCCCCN1CCCCC1
  3, -2
> O=C(O)CCCC(=O)N1N=C(c2ccccc2)CC1c1cccs1 (configuration not stated)
  0, -3
> CCOC(=O)c1c(NC(=O)Cc2ccccc2)sc2c1CC(C)(C)NC2(C)C
  16, 3
> CCN(C(=O)c1cc2c(s1)-c1ccccc1OC2)c1cc(OC)ccc1OC
  -10, 2
> COc1ccc(NS(=O)(=O)c2cc3c(cc2C)N(C(C)=O)CCO3)cc1OC
  -3, -5
> CCc1ccc(NC(=O)CC2C(=O)NCCN2C(=O)c2ccc(F)cc2)cc1 (configuration not stated)
  19, -17
> O=C(c1c[nH]c2ccc(S(=O)(=O)N3CCOCC3)cc2c1=O)N1CCN(c2ccccn2)CC1
  4, -2
> c1ccc(NCc2ccccn2)cc1
  -2, -2
> COc1ccc2c(c1)CC/C(=C\C=C\c1ccccc1OC)C2=O
  -2, -9
> COc1cc(OC)cc(C(=O)N[C@H](C(=O)Nc2cc(C)cc(C)c2)C(C)C)c1
  8, 8
> COc1ccccc1C(=O)NC(=O)COc1ccc(Cl)cc1Cl
  -5, 0
> C=CC[C@H](CC(=O)NCCO)C(=O)N[C@H](C)COC(=O)[C@@H](CC=C)Cc1ccc(F)cc1
  13, -2
> CC(Sc1ccccc1)C(=O)Nc1ccc(S(=O)(=O)N2CCOCC2)cc1 (configuration not stated)
  -27, 3
> CC(C)C(NS(=O)(=O)c1cccs1)C(=O)N1CCC(C(N)=O)CC1 (configuration not stated)
  0, -2
> CSc1nc2nc3c(cc2c(=O)n1-c1ccccc1C)COC(C)(C)C3
  -9, 4
> C[C@]12c3[nH]c4ccccc4c3CCN1C(=O)C(CC(=O)NCCc1ccccn1)C[C@@H]2C(=O)N1CCCCC1 (some centres not stated)
  7, -20

Laid out differently: 2 of the compounds above
> COc1ccc2cc(C(C)C(=O)OC(C)C)ccc2c1 (configuration not stated)
  TAG inh = -32	TAG inh DAPI viability = 4
> COc1ccc2c(c1)CC/C(=C\C=C\c1ccccc1OC)C2=O
  TAG inh = -2	TAG inh DAPI viability = -9

As entered above:
In TAG inh DAPI viability, CC(Sc1ccccc1)C(=O)Nc1ccc(S(=O)(=O)N2CCOCC2)cc1 (configuration not stated) is entered as 3
In TAG inh DAPI viability, CC(C)C(NS(=O)(=O)c1cccs1)C(=O)N1CCC(C(N)=O)CC1 (configuration not stated) is entered as -2
In TAG inh DAPI viability, O=C(O)CCCC(=O)N1N=C(c2ccccc2)CC1c1cccs1 (configuration not stated) is entered as -3
